TAG inh: reduces triacylglycerol accumulation in H9c2 cells; inhibition, % at 12.5 µM; AID 651582; 0.66% of 230,000 active; Nile Red lipid (TAG) fluorescence; cells loaded with 200 µM oleic acid;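 active = pattern-corrected inhibition of lipid staining of at least 50% with the nuclear-stain viability signal not falling by more than 50%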;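 also: 0% = DMSO wells and 100% = triacsin C control wells; some results filed as inactive read as strong as hits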
TAG inh DAPI viability: recorded beside TAG inh, whose call it bears; DAPI nuclei signal change (viability), lower = more cytotoxic, %;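 whole-well DAPI fluorescence read on a plate reader as a viability signal; minus 50 percent equals half of cells still viable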
Active calls of the source: *; i = inactive. These rows are one share of the data; rates above refer to the full screens.

SMILES	TAG inh	TAG inh DAPI viability
Cc1cc(C(=O)c2ccccc2)nc2ccccc12	-6	-4
Cc1ccnc(Nc2nc(-c3ccccc3)cs2)c1	25	-11
CCOC(=O)Cn1nc(NC(=O)c2ccc3c(c2)OCO3)cc1C	5	11
O=C(COC(=O)/C=C/C(=O)N1CCN(c2ccccc2)CC1)NCc1ccc(F)cc1	-6	8
CCC(C)Sc1nnc(CNC(=O)C23CC4CC(CC(C4)C2)C3)n1C1CCCCC1 (stereo not drawn)	-18	16
CCOc1ccc(NC(=O)CN(C)C(=O)C2CCN(C(=O)c3ccc(Cl)cc3)CC2)cc1OCC	-11	7
CC(C(=O)NC(=O)NC1CCCCC1)N1CCN(c2ccccn2)CC1 (stereo not drawn)	29	-2
COc1ccc(OCCOC(=O)CNC(=O)c2cccc(C)c2)cc1	6	3
Cc1ccnc(NC(=O)c2ccc(NC(=O)CC3SC(N4CCCC4)=NC3=O)cc2)c1 (stereo not drawn)	-3	10
c1ccc(Cc2noc(CN3CCCN(C4Cc5ccccc5C4)CC3)n2)cc1	23	-2
Cc1ccc2nc(-c3ccccn3)cc(C(=O)N3CCN(c4ncccn4)CC3)c2c1	-18	31
CC1Sc2ccc(C(=O)N(CCc3ccccc3)Cc3ccccc3)cc2NC1=O (stereo not drawn)	2	12
COC(=O)C1=CN(CCCN2CCCC2=O)C=C(C(=O)OC)C1c1ccccc1C(F)(F)F	13	37
CC1(C)CC(=O)C=C(NCCc2c[nH]c3ccccc23)C1	1	-2
O=C(Nc1cc(Cl)ccc1Oc1ccccc1)c1cnccn1	0	-9
CSc1nc(C)cc(NC(N)=O)n1	5	-4
CCN(CC)C(=O)CSc1nnc(-c2ccccn2)n1-c1ccccc1OC	3	-4
O=C(COC(=O)c1ccco1)c1ccc(S(=O)(=O)N2CCCCC2)cc1	2	-2
COc1ccc(NC(=S)NCCc2ccc(Cl)cc2)c(OC)c1	-13	6
CCNC(=S)NS(=O)(=O)c1ccc(Cl)cc1	-6	-3
COC(=O)N1CCN(CCc2ccccc2)CC1	8	-9
Cc1cccc(C(=O)Nc2ccnc(-c3ccncc3)n2)c1	3	8
CCOc1ccc(OCCC(=O)OCC(=O)c2c(N)n(CC(C)C)c(=O)n(C)c2=O)cc1	4	-6
C=CCNc1nc(Cl)nc(Nc2ccc(OCC)cc2)n1	7	2
Cc1nn(Cc2ccccc2)c(C)c1NC(=O)CSc1nc2c(c(C(F)(F)F)n1)CCc1ccccc1-2	-9	9
New compounds follow.
SMILES	TAG inh	TAG inh DAPI viability
CCCC(C)(C)C(=O)N1CCC1(C)C(=O)NS(=O)(=O)c1ccc(Cl)cc1 (stereo not drawn)	-3	3
COc1ccc(NC(=O)CCC(=O)N(Cc2ccc(OC)c(OC)c2)c2nccs2)cc1	4	7
O=C1NN=C(c2ccc(Cl)cc2)CC1c1c[nH]c2ccccc12 (stereo not drawn)	20	-4
O=C(OCCCN1CCCCC1)c1ccc(O)cc1	8	-7
CCCOc1ccc(Cl)cc1Nc1nc(NCCO)nc(N2CCCC2)n1	37	3
O=c1[nH]c2nc(Cl)nc(Cl)c2[nH]1	0	-1
CC(NC(=O)c1ccco1)C(=O)OCC(=O)N1CCCCCC1 (stereo not drawn)	-2	3
Cn1cc(S(=O)(=O)N2CCc3ccccc32)cc1C(=O)NC(C)(C)C	-36	11
COc1ccc(-c2nnc3n(CCc4ccccc4)c(=O)c4ccccc4n23)c(OC)c1	2	0
CCCN1C2CCCC1CC(NC(=O)c1ccccc1OCC)C2 (stereo not drawn)	-1	0
CCCc1nnc(NC(=O)C(CC)OC(=O)c2cc(C)nc3ccccc23)s1 (stereo not drawn)	-6	0
O=C1CC2(CCN(C(=O)c3ccccc3[N+](=O)[O-])CC2)Oc2ccccc21	-5	11
COc1ccc(CCC(=O)OCC(=O)c2c(N)n(CC(C)C)c(=O)n(C)c2=O)cc1	-17	-5
O=C(c1cc(COc2ccc3ncccc3c2)on1)N1CCCCCC1	-5	-1
O=C(NNC(=S)NC(=O)c1cccnc1)c1ccc(Cl)cc1	10	6
O=C(CN(C(=O)CSc1nc2ccccc2o1)c1ccccc1F)NC1CCCCC1	-12	2
COc1ccc(CCN(Cc2ccccn2)C(=S)Nc2ccccc2Cl)cc1OC	-13	-5
Cn1c(SCC(=O)Nc2cccnc2Cl)nnc1-c1ccco1	-5	-5
CCOc1ccccc1NC(=O)c1cc(=O)[nH]c2ccc(S(=O)(=O)N3CCOCC3)cc12	7	0
COc1ccc(C(=O)NCC2(c3ccccc3)CCOCC2)cc1	-24	4
Cc1ccc(S(=O)(=O)NCCCCCC(=O)Nc2c(C)n(C)n(-c3ccccc3)c2=O)cc1	-11	16
COCc1c(C(=O)N2CCN(Cc3nc4ccccc4s3)CC2)oc2ccccc12	-28	2
COc1cc(C2(c3ccc(O)c(OC)c3)C(=O)N(C)c3ccc(C)cc32)ccc1O	7	-2
Cc1nnc(NC(=O)c2ccccc2Oc2ccccc2)s1	-2	-5
O=C(/C=C/c1ccc(Cl)cc1Cl)NCCN1CCOCC1	3	-1
Next section.
SMILES	TAG inh	TAG inh DAPI viability
O=C(NC(=S)NCc1ccccc1)C1CCCCC1	-21	-7
Cc1ccc(S(=O)(=O)N2CCOCC2)cc1NC(=O)COC(=O)c1cc[n+]([O-])cc1	0	-5
O=c1c(Cl)nc2cc(Cl)ccc2n1CCNc1ncc(C(F)(F)F)cc1Cl	11	-35
CCO[C@@H]1OC(C(=O)N2CCN(C)CC2)=C[C@H](c2coc3ccccc3c2=O)[C@H]1CCCO	-27	3
CCOC(=O)Cc1csc(NC(=O)COC(=O)/C=C/c2ccc(OC)cc2)n1	-7	0
Cc1ccc(NC(=O)NC2CCN(CC(=O)Nc3nccs3)CC2)cc1	-30	7
O=C1OC[C@H]2CCCN2C(=O)[C@@H](CC(=O)N(CCO)Cc2ccccc2)C/C=C\C[C@@H]1Cc1ccc(F)cc1	4	-7
c1ccc(N2CCOCCOCCOCCOCCOCC2)cc1	4	-6
CNS(=O)(=O)c1cccc(C(=O)OCC(=O)c2ccc[nH]2)c1	-3	3
Cc1cccc(N/C(N)=N/c2nc(C)cc(C)n2)c1	11	-22
CCCNC(=O)Nc1nccs1	-4	6
CN(C(=O)CS(=O)(=O)c1cn(CC(=O)N2CCCC2)c2ccccc12)c1ccccc1	4	5
COc1cccc(Nc2nc(CC(C)=O)ns2)c1	-7	5
CS(=O)(=O)N1CCCC(C(=O)Nc2cccc(F)c2)C1 (stereo not drawn)	1	-1
CC(=O)Nc1c(-c2ccccc2)nc2cc(C)ccn12	1	13
CCN(Cc1ccc(OC)c(COC)c1)CC1CCCN(CCc2cccc(OC)c2)C1 (stereo not drawn)	-5	19
Cc1ccc(C2=[N+]([O-])C(C)(C)CC2)cc1	2	-7
COc1ccc(/C=N/NC(=O)CSc2ccccc2)cc1OC	8	-2
Cc1ccc(O)c(C(=O)CC(=O)c2cccc(F)c2)c1	22	-11
COc1ccc2sc(-c3ccc(N(C)C)cc3)c(-c3ccc4cc[nH]c4c3)c2c1	24	i
CCn1c(CCCCc2n[nH]c(=S)n2CC)n[nH]c1=S	-7	-11
O=C(N/N=C/c1ccc(O)c(O)c1)c1ccc(-n2cnnn2)cc1	-4	1
CCc1cc(CNC(=O)CCc2nnc(Cc3cccc(C)c3)o2)on1	0	5
COc1ccccc1/C=C/CN1CCCC(CO)(CCc2ccccc2)C1 (stereo not drawn)	-12	10
C=C(C)C(=O)N1CC2(CC(c3cccc(NC(=O)/C(C)=C\C)c3)=NO2)C[C@H]1C(N)=O (stereo partly drawn)	-4	-3

One compound at a time (already shown):
`CCCC(C)(C)C(=O)N1CCC1(C)C(=O)NS(=O)(=O)c1ccc(Cl)cc1` (stereo not drawn) across the screens: TAG inh = -3; TAG inh DAPI viability = 3
`Cn1c(SCC(=O)Nc2cccnc2Cl)nnc1-c1ccco1` across the screens: TAG inh = -5; TAG inh DAPI viability = -5

3 neighbouring entries from above:
SMILES	TAG inh	TAG inh DAPI viability
Cc1cc(C(=O)c2ccccc2)nc2ccccc12	-6	-4
Cc1ccnc(Nc2nc(-c3ccccc3)cs2)c1	25	-11
CCOC(=O)Cn1nc(NC(=O)c2ccc3c(c2)OCO3)cc1C	5	11

Continued.
SMILES	TAG inh	TAG inh DAPI viability
Cc1sc(NC(=O)CCCCC(=O)Nc2sc(C)c(C)c2C(=O)O)c(C(=O)O)c1C	-5	5
O=c1[nH]c(SCc2ccc(Cl)cc2)nc2c1CCC2	2	-9
O=C(Nc1nnc(-c2ccc3c(c2)OCCO3)o1)C1CCCCC1	32	-25
CCCCN(C)CCNC(=O)CCNC(=O)Cn1ccc2ccccc2c1=O	-10	-1
CCOC(=O)c1cnc(-n2nc(C)cc2C)nc1NNc1nc(C)cc(C)n1	5	-6
Cc1ccc(CC(CC(=O)NCCc2ccc3c(c2)OCO3)C(=O)O)cc1 (stereo not drawn)	-12	1
CCOCCCn1c(NN)nc2ccccc2c1=O	13	5
O=C(NC1CCCCC1)c1ccc(NS(=O)(=O)c2cccc3cccnc23)cc1	2	-6
Cc1sc(NC(=O)CCCC(=O)O)c(C#N)c1C	19	-12
O=C(COC(=O)c1cccc(F)c1)NCCC1=CCCCC1	-1	-9
O=C(NCc1cccs1)C1CCN(c2nccs2)CC1	1	-11
COC(=O)[C@H](CCSC)NS(=O)(=O)c1ccccc1Br	-12	-2
O=C(CSCc1ccc(Cl)cc1)NCc1ccc2c(c1)OCO2	-2	5
CN(Cc1ccccc1)c1nc2c(c(=O)[nH]c(=O)n2C)n1Cc1ccccc1F	-1	1
CCOC(=O)c1sc(=S)n(CC)c1NC(=O)C1CC1	13	-5
Cc1cc(C)cc(NC(=O)CSc2ccc(-c3ccccn3)nn2)c1	-12	-10
CCOC(=O)c1cc2c(N)c(C(=O)c3ccc(Br)cc3)sc2[nH]c1=O	-6	-5
Fc1ccc(CCNC(=S)Nc2ccc(F)c(Cl)c2)cc1	-12	-3
O=C(Cc1ccc(Cl)cc1)NCCN1CCCC1	12	-19
S=C(NCCc1ccc(Cl)cc1)Nc1ccc(Cl)cc1Cl	6	-6
COc1cccc(-c2nc3ccccc3s2)c1O	21	-9
COc1cc(/C=C(\NC(=O)c2ccccc2)C(=O)N2CC3CC(C2)c2cccc(=O)n2C3)cc(OC)c1OC (stereo not drawn)	6	5
O=C(COc1ncnc2ccccc12)NCc1ccco1	-3	9
Cc1ccc(CN=c2c([N+](=O)[O-])nn(-c3ccc(Cl)cc3)n2O)cc1	-3	-5
Cc1c(/C=C2\NC(=O)NC2=O)c2ccccc2n1C	7	-2

5 entries already listed, arranged by length of the SMILES, high to low:
SMILES	TAG inh	TAG inh DAPI viability
COc1cc(/C=C(\NC(=O)c2ccccc2)C(=O)N2CC3CC(C2)c2cccc(=O)n2C3)cc(OC)c1OC (stereo not drawn)	6	5
Cc1cc(C)cc(NC(=O)CSc2ccc(-c3ccccn3)nn2)c1	-12	-10
S=C(NCCc1ccc(Cl)cc1)Nc1ccc(Cl)cc1Cl	6	-6
CCOC(=O)c1sc(=S)n(CC)c1NC(=O)C1CC1	13	-5
O=C(NCc1cccs1)C1CCN(c2nccs2)CC1	1	-11

More entries follow:
SMILES	TAG inh	TAG inh DAPI viability
COC(=O)c1ccc(Cn2c(C)cc(C)[n+]2C)o1	-10	5
CCOc1cccc(/C=N/NC(=S)Nc2cc(S(=O)(=O)N3CCOCC3)ccc2N2CCOCC2)c1O	8	-21
CCOC(=O)N1CCC(NC(=O)C2CCN(C(=O)N3CCOc4ccccc43)CC2)CC1	1	2
NS(=O)(=O)c1ccc(CCNC(=O)c2cc([N+](=O)[O-])ccc2N2CCOCC2)cc1	-4	3
Cc1nc([N+](=O)[O-])c(Br)n1CC(=O)c1ccc(F)cc1	13	-3
CCOC(=O)C(C(=O)OCC)C1CS(=O)(=O)CC1C(C(=O)OCC)C(=O)OCC (stereo not drawn)	-2	5
COc1cc2cnc(-c3ccsc3)cc2cc1OC	-2	-3
CSc1nnc(C)c(=O)n1COC(=O)COc1ccccc1C	3	-3
CCOc1ccccc1N1CC(C(=O)N2CCc3ccccc32)CC1=O (stereo not drawn)	15	-4
CCOC(=O)C1=C(C)OC(N)=C(C#N)C1c1cc2c(cc1Br)OCO2 (stereo not drawn)	-4	2
Cc1ccc2nc(-c3ccc(-c4cccc(Cl)c4)cc3)c(NCc3ccccc3)n2c1	23	6
Cc1c(C(=O)Nc2ccncc2)sc2nc(-c3ccccc3)cn12	-15	0
Cc1ccc(N2C(=O)CC(N3CCN(S(=O)(=O)c4ccccc4)CC3)C2=O)c(C)c1 (stereo not drawn)	-35	-7
CC1(C)NC(=O)N(CC(=O)N2CCN(c3cccc(C(F)(F)F)c3)CC2)C1=O	-6	-7
Cc1noc(C)c1COc1ccc(C(=O)OCC(=O)c2ccc3c(c2)OCCO3)cc1	-20	14
Fc1ccc(-c2nc(-c3cccs3)no2)cc1	10	-3
Clc1ccc2[nH]c3c(NCCN4CCOCC4)ncnc3c2c1	-30	5
Cc1ccccc1NS(=O)(=O)c1ccc(C(=O)N2CCN(c3ccccc3O)CC2)cc1	-13	-8

Exported with bars between the fields: entries from further up
molecule | TAG inh | TAG inh DAPI viability
Cc1c(C(=O)Nc2ccncc2)sc2nc(-c3ccccc3)cn12 | -15 | 0
Cc1ccc(N2C(=O)CC(N3CCN(S(=O)(=O)c4ccccc4)CC3)C2=O)c(C)c1 (stereo not drawn) | -35 | -7

Assay outcomes deposited in PubChem BioAssay by Sanford-Burnham Center for Chemical Genomics.
